TRHR agonist: qHTS for Small Molecule Agonists and Allosteric Enhancers of Human TRH Receptor: Primary Screen for Agonists | TRHR cells, calcium flux fluo-8, FDSS agonist mode | activation, % at 2 µM | 0.18% of 360,000 active | AID 493084, 2011; in the data active means activation above about 30%; further: 0% is about no effect
Target sequence (P34981 whole entry, looked up): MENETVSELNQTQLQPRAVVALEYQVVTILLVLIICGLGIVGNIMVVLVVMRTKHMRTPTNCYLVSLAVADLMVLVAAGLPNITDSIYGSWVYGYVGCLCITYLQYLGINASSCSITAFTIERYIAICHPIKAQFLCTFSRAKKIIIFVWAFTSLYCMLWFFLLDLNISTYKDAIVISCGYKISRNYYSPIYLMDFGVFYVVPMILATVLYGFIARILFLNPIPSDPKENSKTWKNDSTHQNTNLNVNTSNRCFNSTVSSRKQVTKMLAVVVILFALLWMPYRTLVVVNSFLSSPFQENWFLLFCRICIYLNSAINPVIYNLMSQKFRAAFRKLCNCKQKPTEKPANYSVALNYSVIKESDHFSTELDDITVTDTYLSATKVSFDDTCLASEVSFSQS
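In this calcium-flux screen, cells bearing human TRHR are dye-loaded with fluo-8, baselined for 10 cycles, then exposed to library compounds; positive kinetic calcium responses during the agonist phase mark hits, with TRH as control.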
USP1 inh: Inhibitors of USP1/UAF1: Primary Screen; Ubiquitin carboxyl-terminal hydrolase 1 (Homo sapiens), O94782; recombinant USP1/UAF1, Ub-Rhodamine cleavage fluorescence; Potency, µM (top dose mostly 57.1 µM), for inactives: top-dose activity change, negative = inhibition, hits mostly inhibitors; 0.23% of 390,000 active; AID 743255, 2014; further: potency means the concentration at half of the fitted maximal effect; on the % scale 0 is the no-effect control and ±100 the full control effect; nearly all actives have a fitted effect of over 60% in size; inactives centre near -12
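USP1/UAF1 complex at 1 nM was preincubated with compound for 15 min at room temperature, then Ub-Rho substrate (150nM final) was added. Fluorescence (480/540 nm) was read kinetically, 6 reads every 60 seconds.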
TRHR PAM: qHTS for Small Molecule Agonists and Allosteric Enhancers of Human TRH Receptor: Primary Screen for Enhancers. 0.66% of 360,000 active. TRHR cells, fluo-8 calcium fluorescence, EC20 TRH enhancement. enhancement, % at 2 µM; in the data active means enhancement above about 30%; further: 0% is about no effect
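Enhancer read-out: after compound pinning and an initial kinetic agonist-mode read, an EC20 of TRH (10 nM final) was injected and fluo-8 calcium signal (Ex 480/Em 530) followed at 1 s/cycle for 100 cycles in TRHR-expressing cells.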
TrxR1 inh: qHTS Assay for Inhibitors of Mammalian Selenoprotein Thioredoxin Reductase 1 (TrxR1): qHTS. recombinant rTrxR1, NADPH fluorescence consumption, selenite substrate. Potency, µM (series often up to 114 µM), inactives show at the top dose activity change, negative = inhibition, usual class: inhibitors. 1% of 390,000 active. AID 588453, 2011; further: potency means the concentration at half of the fitted maximal effect; on the % scale 0 is the no-effect control and ±100 the full control effect; nearly all actives have a fitted effect of over 65% in size
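Rat TrxR1 (90 nM in the dispensed reagent) was pre-reduced with 400 uM NADPH for 5 min at room temperature, then incubated with compound for 15 min. After 400 uM selenite was added, NADPH fluorescence (Ex 340/Em 450 nm) was followed for 8 min.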
PI4K2A inh: qHTS for small molecular inhibitors of PI4K2A. purified PI4K2A, ADP-Glo luminescence, 1 h; hits give low values. activity change, negative = inhibition, % at 76.9 µM. 0.13% of 420,000 active. AID 1346378, 2018; in the data active means activity change below about -50%; inconclusive means mostly about -30% to -49%;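 further: -100% = wells without enzyme as full effect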
Target sequence (Q9BTU6 whole entry, looked up): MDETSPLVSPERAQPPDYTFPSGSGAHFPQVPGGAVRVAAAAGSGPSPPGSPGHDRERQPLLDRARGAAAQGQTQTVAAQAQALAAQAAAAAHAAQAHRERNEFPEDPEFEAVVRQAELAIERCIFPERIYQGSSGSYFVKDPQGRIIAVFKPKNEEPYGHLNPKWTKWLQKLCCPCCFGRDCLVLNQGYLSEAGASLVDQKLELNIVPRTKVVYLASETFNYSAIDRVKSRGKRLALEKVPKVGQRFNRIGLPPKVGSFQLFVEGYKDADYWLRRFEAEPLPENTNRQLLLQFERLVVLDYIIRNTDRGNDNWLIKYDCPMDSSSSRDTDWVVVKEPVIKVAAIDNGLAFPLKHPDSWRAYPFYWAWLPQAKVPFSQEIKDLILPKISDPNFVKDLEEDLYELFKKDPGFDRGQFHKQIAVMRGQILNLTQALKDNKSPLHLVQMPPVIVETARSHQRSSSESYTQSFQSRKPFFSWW
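In this quantitative HTS, ADP production by PI4K2A was quantified luminescently after 1 h at ambient temperature; 100 microM adenosine served as plate-quality control.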
TrxR1 substrate: qHTS Assay for Substrates of Mammalian Selenoprotein Thioredoxin Reductase 1 (TrxR1): qHTS. Thioredoxin reductase 1, cytoplasmic (Rattus norvegicus), O89049. purified TrxR1 substrate turnover, NADPH consumption readout. Potency, µM (highest dose often 114 µM), without a hit: top-dose activity change, negative = substrate turnover. 0.01% of 390,000 active. AID 588456, 2011; further: potency means the concentration at half of the fitted maximal effect; on the % scale 0 is the no-effect control and ±100 the full control effect; nearly all actives have a fitted effect of over 50% in size
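Rat TrxR1, dispensed at 90 nM, was prereduced with 400 uM NADPH (final) for 5 min at ~22 deg C, then incubated with compound 15 min before 400 uM selenite. A first-read NADPH fluorescence drop versus no-compound background flagged substrates.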
D2 agonist: HTS Assay for Allosteric Agonists of the Human D2 Dopamine Receptor: Primary Screen for Agonists; D(2) dopamine receptor (Homo sapiens), P14416; HEK293 T-REx D2 cells, calcium flux agonist mode; activation, % at 2 µM; 0.53% of 340,000 active;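 active means activation over 3 SD above normal in the single-dose calcium agonist read, cut at about 30% in these data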; further: 0% is about no effect
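Agonism is scored from calcium flux in a force-coupled, inducible HEK293 cell line expressing D2, read kinetically for 180 s after compound addition against dopamine controls.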
mIDH1 inhibitor: qHTS for Inhibitors of mutant isocitrate dehydrogenase 1 (IDH1): qHTS. IDH1-R132H enzyme, NADPH consumption, diaphorase/resazurin fluorescence. Isocitrate dehydrogenase [NADP] cytoplasmic (Homo sapiens), O75874. 0.093% of 390,000 active. Potency, µM (series often up to 76.6 µM), without a hit: at the highest dose activity change, negative = inhibition, actives largely listed as inhibitors; further: potency means the concentration at half of the fitted maximal effect; on the % scale 0 is the no-effect control and ±100 the full control effect; nearly all actives have a fitted effect of over 65% in size
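IDH1-R132H (0.5 ug/mL dispensed) in pH 7.5 Tris buffer was preincubated 30 min with compound, then given a substrate mix of 0.016 mM NADPH and 2 mM alpha-KG for 80 min at room temperature; remaining NADPH was read by diaphorase/resazurin fluorescence.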
D2 antagonist: HTS Assay for Allosteric Antagonists of the Human D2 Dopamine Receptor: Primary Screen for Antagonists; D(2) dopamine receptor (Homo sapiens), P14416; HEK293 TREx D2 cells, calcium flux, dopamine EC80; inhibition, % at 10 µM; 2% of 340,000 active; AID 485344, 2010; in the data active means inhibition above about 30%; further: 0% is about no effect
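HEK293 T-REx D2 cells, tet-induced, calcium dye no-wash. Cpd pintool add, 180 s kinetic, then EC80 DA, 180 s kinetic. Ca flux read.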
The depositor's hits bear a star; u = inconclusive; x = no result given; [ ] = dose if it differs, or a comment. Unless noted, the call rests on the fitted dose curve; in most records, active means well fitted inhibition curve with a large enough effect; inconclusive means small, poorly fitted or top-dose-only effect; inactive means no such curve, though single readings can be large or run the other way.

SMILES	TRHR agonist	USP1 inh	TRHR PAM	TrxR1 inh	PI4K2A inh	TrxR1 substrate	D2 agonist	mIDH1 inhibitor	D2 antagonist
CC(C)[C@H](NC(=O)c1c(F)cccc1F)C(=O)N1CCN(c2ccc(F)cc2)CC1	-1.4	-18%	2	12%	0	5%	-2.1	-1%	-5
Cc1ccc(S(=O)(=O)N2CCN(C(=O)C(C)Cn3nc(C)c(C)c3C)CC2)cc1 (stereo not given)	0.0	-17%	-8	13%	0	-1%	0.6	4%	11
O=c1ccc2cc(S(=O)(=O)N3CCN(c4ccccc4F)CC3)ccc2o1	0.0	-20%	3	18%[57.1 µM]	-2	12%[0.0914 µM]	-0.7	-4%	-22
NC(=O)CSc1nnc(COc2ccccc2)n1N	-0.3	0%	-3	9%	-2	-4%	0.5	1%	11
COc1ccccc1C(=O)NC(=O)COC(=O)c1ccc(Cl)nc1	-0.4	-9%	-4	-5%	8	-5%	-0.2	8%	10
O=C(CCCOc1ccc(Cl)cc1)NC1CCCCC1	-0.7	-21%	-12	22%	-3	9%	0.4	1%	-9
CN(C(=O)COc1cc(C(F)(F)F)nn1C)c1ccccc1	0.3	-1%	35*	5%	-4	1%	0.5	3%	2
COc1ccc(NC(=O)C2CCC(=O)N2)cc1 (stereo not given)	-0.4	-7%	10	28%	1	-7%	-0.7	4%	0
COc1ccc(N2CCN(C(=O)CSc3nc(-c4ccccc4)no3)CC2)cc1	-0.3	-21%	2	12%[57.1 µM]	-6	-4%[57.1 µM]	x	9%	x
COc1cccc(C(C(=O)NC(C)(C)C)N(CCC(C)C)C(=O)CCC(=O)Nc2cc(C)on2)c1OC (stereo not given)	-0.7	-9%	9	-2%[57.1 µM]	0	-6%[57.1 µM]	-1.9	-3%	10
C=CCN1C(=O)/C(=C/c2ccsc2)SC1=S	-0.5	-8%	-5	-20%	5	-10%	-0.9	4%	-5
COc1ccc(CNC(=O)C(C)N2CCN(c3ccc(C(C)=O)cc3)CC2)cc1 (stereo not given)	-0.3	-8%	5	20%	2	-4%	0.1	-2%	-19
COc1ccc(-c2noc(COc3ccc4ccccc4c3Br)n2)cc1OC	-1.6	-18%	4	15%	0	0%	-1.6	7%	-17
COc1ccccc1CCNC(=O)CCCn1c(=O)c2cccn2c2cccnc21	-1.3	-12%	1	-3%	6	7%	0.3	x	x
COc1ccc(NC(=O)Cn2cccc2)c(OC)c1	x	-17%	x	-6%	-5	3%	x	1%	x
O=S(=O)(c1ccc2ccccc2c1)N1CCN(C2CCN(Cc3ccccc3)CC2)CC1	-0.8	-1%	1	-7%[57.1 µM]	8	-2%[57.1 µM]	-1.0	9%	-27
O=C(CCNC(=O)c1ccc(Br)cc1)Nc1nccs1	-0.7	-14%	-1	10%[57.1 µM]	-3	-2%[57.1 µM]	x	0%	x
COc1ccc(Cl)c(CNC[C@H]2O[C@@H](n3cnc(C(N)=O)n3)[C@H](O)[C@@H]2O)c1	x	-29%	x	u	-2	3%	x	6%	x
C=CCC(c1ccccc1F)N(CCN1CCOCC1)C(=O)Nc1cccc(Cl)c1 (stereo not given)	-1.0	-19%	-5	5%	5	-1%	-0.4	1%	-8
NS(=O)(=O)c1cccc(NC(=O)CC23CC4CC(CC(Br)(C4)C2)C3)c1	1.1	-6%	-2	21%	0	-3%	1.2	-4%	8
O=C(Nc1ccc(C(F)(F)F)cc1)c1ccc2ncsc2c1	0.9	-10%	-21	39%	3	5%	-0.4	3%	3
O=C(NCC(c1ccco1)N1CCCCC1)c1cc2c(s1)CCCC2 (stereo not given)	-0.3	-21%	7	-28%	0	3%	0.2	5%	10
CC(=O)c1c(O)c2ccccc2n(Cc2ccccc2)c1=O	0.0	-10%	-10	1%	5	1%	-0.1	0%	-1
O=C(CSc1nc(-c2ccccc2)cs1)N1CCc2ccccc21	-0.2	-17%	1	0%	2	-5%	-0.3	9%	-9
CC(C)(C)NC(=O)/C(=C\c1ccco1)NC(=O)c1cccs1	0.2	-12%	2	-17%	3	-11%	-0.3	0%	1
O=C(NCc1ccco1)c1nc2ccccc2s1	0.7	-11%	-5	7%	-1	5%	-0.5	5%	3
CSc1ccccc1C(=O)Nc1cc(C)cc(C)c1	-0.5	-6%	-4	8%	4	-4%	-0.1	4%	-3
Cc1ccc(C(=O)NCC(=O)OCc2nnc(-c3ccc([N+](=O)[O-])cc3)o2)s1	1.6	-20%	1	-1%	-10	-2%	0.3	6%	-14
CN(C)C(=O)c1ccc(NC(=O)c2ccccc2Sc2ccccc2C#N)cc1	-0.5	-14%	-1	-7%	0	-11%	-0.5	2%	-9
O=C(NCc1ccccc1Cl)c1ccc2c(O)c(S(=O)(=O)c3ccccc3)c(=O)[nH]c2c1	-0.4	-16%	20	9%	-2	-5%	0.4	10%	x
CCCCN(Cc1ccccc1)C(=O)C1CCN(S(=O)(=O)c2c(C)noc2C)CC1	0.0	-3%	17	11%[57.1 µM]	5	3%[57.1 µM]	0.6	12%	-9
CCO[C@H]1OC(C(=O)N2CCN(C)CC2)=C[C@@H](c2coc3ccccc3c2=O)[C@@H]1CCCO	0.8	u	-3	7%[57.1 µM]	-6	4%[57.1 µM]	-0.3	0%	-1
COc1ccc(C(=O)CC2(O)C(=O)N(Cc3cccc(C(F)(F)F)c3)c3ccccc32)cc1 (stereo not given)	-0.3	-34%	-8	14%	7	11%[11.4 µM]	0.0	4%	x
CN(C)S(=O)(=O)N1CCN(S(=O)(=O)N(C)C)CC1	0.7	u	3	12%	1	11%	0.2	1%	-2
Cc1ccc(S(=O)(=O)N2CCOCC2)cc1NC(=O)COC(=O)C1=COCCO1	0.3	-15%	-1	15%	2	-3%[57.1 µM]	-0.7	0%	7
Cc1ccc(S(=O)(=O)NCC(=O)NCC2COc3ccccc3O2)cc1C (stereo not given)	-0.1	-12%	-3	19%	4	-3%	-0.2	-1%	26
O=C(CCc1ccccc1)Nc1ccc(NC(=O)C2CCCCC2)nc1	0.3	-9%	0	12%	-6	-4%	1.1	6%	-5
COc1ccc(-n2nc(C(=O)N(C)c3cc(C)ccc3C)c3c4ccccc4n(C)c3c2=O)cc1Cl	0.2	7%	-5	26%	-3	1%	0.1	-1%	x
CCC(=O)Nc1nc2c(s1)COc1ccccc1-2	0.1	-6%	-3	28%[57.1 µM]	-4	-3%[57.1 µM]	-0.4	-3%	1
Cc1ccc(C)c(CNC(=O)c2cnc3sc(N4CCCC4)nn3c2=O)c1	-0.3	-7%	14	13%	3	75%[activator]	-0.5	-6%	x

6 compounds picked at random from the list so far:
SMILES	TRHR agonist	USP1 inh	TRHR PAM	TrxR1 inh	PI4K2A inh	TrxR1 substrate	D2 agonist	mIDH1 inhibitor	D2 antagonist
C=CCN1C(=O)/C(=C/c2ccsc2)SC1=S	-0.5	-8%	-5	-20%	5	-10%	-0.9	4%	-5
CN(C(=O)COc1cc(C(F)(F)F)nn1C)c1ccccc1	0.3	-1%	35*	5%	-4	1%	0.5	3%	2
O=C(CCCOc1ccc(Cl)cc1)NC1CCCCC1	-0.7	-21%	-12	22%	-3	9%	0.4	1%	-9
COc1ccc(C(=O)CC2(O)C(=O)N(Cc3cccc(C(F)(F)F)c3)c3ccccc32)cc1 (stereo not given)	-0.3	-34%	-8	14%	7	11%[11.4 µM]	0.0	4%	x
COc1ccc(Cl)c(CNC[C@H]2O[C@@H](n3cnc(C(N)=O)n3)[C@H](O)[C@@H]2O)c1	x	-29%	x	u	-2	3%	x	6%	x
COc1ccccc1CCNC(=O)CCCn1c(=O)c2cccn2c2cccnc21	-1.3	-12%	1	-3%	6	7%	0.3	x	x

Among those listed so far, 2 have a tert-butyl group.
SMILES	TRHR agonist	USP1 inh	TRHR PAM	TrxR1 inh	PI4K2A inh	TrxR1 substrate	D2 agonist	mIDH1 inhibitor	D2 antagonist
COc1cccc(C(C(=O)NC(C)(C)C)N(CCC(C)C)C(=O)CCC(=O)Nc2cc(C)on2)c1OC (stereo not given)	-0.7	-9%	9	-2%[57.1 µM]	0	-6%[57.1 µM]	-1.9	-3%	10
CC(C)(C)NC(=O)/C(=C\c1ccco1)NC(=O)c1cccs1	0.2	-12%	2	-17%	3	-11%	-0.3	0%	1

The listing continues:
SMILES	TRHR agonist	USP1 inh	TRHR PAM	TrxR1 inh	PI4K2A inh	TrxR1 substrate	D2 agonist	mIDH1 inhibitor	D2 antagonist
O=C(CSc1nc2ccccc2c(=O)n1Cc1ccc(C(=O)NC2CC2)cc1)NCc1ccco1	0.2	-5%	-5	-18%	-2	-7%	-0.1	-9%	13
Cc1ccc(S(=O)(=O)N(CC(=O)NC2CC2)c2ccc(C)c(Cl)c2)cc1	-0.3	-17%	5	-1%	4	-2%	0.0	3%	6
CCN(CC)C(=O)CCSc1nnc(-c2ccncc2)o1	-0.4	-12%	1	1%	1	-2%	0.3	9%	-8
COc1ccc(/C=N/NC(=O)c2ccncc2)cc1CN1CCCc2ccccc21	-0.8	-16%	-12	26%[57.1 µM]	6	-9%	0.0	4%	11
NC(=O)C1CCN(c2nc(-c3ccccc3F)cs2)CC1	-0.5	x	7	2%	0	-2%	x	x	x

TRHR PAM: what is marked active above.
Structure,TRHR agonist,USP1 inh,TRHR PAM,TrxR1 inh,PI4K2A inh,TrxR1 substrate,mIDH1 inhibitor,D2 antagonist
CN(C(=O)COc1cc(C(F)(F)F)nn1C)c1ccccc1,0.3,-1%,35*,5%,-4,1%,3%,2

Assay outcomes deposited in PubChem by National Center for Advancing Translational Sciences (NCATS).
